PTEN del growth – growth suppression of PTEN-null HCT116, primary screen, cell-based, CellTiter-Glo; HCT116 PTEN-null viability, 60 h; hits give low values; viability, % at 10 µM; hit rate 1.2% among 140,000; AID 827, 2007;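 active means viability at or below a set limit, 4 SD under the median of all tested compounds, cut at about 3.7% in these data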;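 further: PTEN knockout HCT116 line with beta catenin targeted HCT116 as companion control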
GALR2 antag – GALR2 antagonists in receptor-expressing cells, primary screen; Galanin receptor type 2 (Homo sapiens), O43603; antagonist mode; inhibition, % at 4 µM; hit rate 0.39% among 140,000; AID 828, 2007; in the data active means inhibition above about 27%;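 further: cells stimulated with galanin 1-16 at roughly its EC80; 0% = agonist challenge control and 100% = basal control without agonist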
Target sequence (O43603 whole entry, looked up): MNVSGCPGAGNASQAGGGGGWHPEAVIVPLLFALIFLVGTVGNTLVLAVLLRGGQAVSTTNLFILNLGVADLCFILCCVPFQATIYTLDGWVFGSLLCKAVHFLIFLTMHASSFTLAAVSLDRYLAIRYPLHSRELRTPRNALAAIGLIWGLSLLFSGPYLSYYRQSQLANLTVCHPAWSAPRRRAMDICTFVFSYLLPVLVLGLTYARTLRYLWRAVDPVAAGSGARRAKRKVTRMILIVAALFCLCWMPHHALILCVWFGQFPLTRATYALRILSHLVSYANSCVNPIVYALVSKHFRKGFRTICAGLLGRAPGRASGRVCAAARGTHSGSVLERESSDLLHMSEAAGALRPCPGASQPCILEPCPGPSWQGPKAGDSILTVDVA
MRP1 act – H69AR viability gain despite doxorubicin, primary screen, MRP-1 activator project, H69AR cells, CellTiter-Glo; viability rescue; viability increase, % at 10 µM; hit rate 0.61% among 140,000; AID 799, 2007;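 active means viability gain under doxorubicin at or above a set limit, the compound median plus 3 SD, cut at about 4.7% in these data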;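 further: MRP-1 overexpressing cells given doxorubicin 25 µM after compound pretreatment; 18-22 h compound pretreatment then 72 h with doxorubicin before readout; 0% = doxorubicin-only wells and 100% = vehicle-treated cells without doxorubicin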
Yeast life ext – compounds extending yeast replicative lifespan, primary screen, S. cerevisiae, OD615; S. cerevisiae growth with nicotinamide; deaD strain in restrictive glucose medium; AID 775, 2007; hit rate 0.68% among 130,000; inhibition of the nicotinamide effect, % at 10 µM;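 active means inhibition above a set limit, placed 3 SD over the median of all compounds, cut at about 26% in these data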;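 further: 0% = nicotinamide-treated wells and 100% = cells grown without nicotinamide; some compounds called inactive have numbers as strong as hits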
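Material: Modified budding yeast, DeaD strain | Medium: Restrictive glucose medium | Probe or stimulus: 1.5 mM nicotinamide | Dosing: Single dose 10 µM compound, 0.25% DMSO | Times: 48 h at 30 °C | Technique: OD615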
Phagocyt inh – inhibitors of macrophage phagocytosis, primary screen, imaging, J774A.1 cells, IgG beads | hit rate 0.07% among 110,000 | inhibition, % at 5 µM | J774A.1 macrophage IgG-bead phagocytosis;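 active means inhibition above the mean of the plate negative controls plus 5 SD, cut at about 13% in these data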;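 further: phagocytic index as fraction of beads internalized from green versus red external bead signal; plate controls were DMSO negative control for no effect and cytochalasin-D positive control for full effect; some results beyond the cut were filed as inactive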
E-sel TNF inh – E-selectin induction blockers in HUVEC – imaging, immunofluorescence, high content, primary screen; HUVEC TNFa-induced E-selectin immunofluorescence; inhibition, % at 2 µM; hit rate 0.71% among 120,000;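 active means inhibition above the batch mean plus 3 SD, and confirmed as a hit on visual image review, cut at about 43% in these data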;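 further: 0% = TNF-stimulated DMSO wells and 100% = unstimulated control wells; not every result past the cut was called active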
bCat KO growth – primary screen for growth suppressors in beta-catenin knockout HCT116 cells (colon tumor, human); HCT116 beta-catenin knockout viability, CellTiter-Glo, 60 h; hits give low values; viability, % at 10 µM; hit rate 1.5% among 140,000; AID 818, 2007;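 active means viability at or under a set limit, the compound median less 4 SD, cut at about 6% in these data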;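 further: 0% = Hyamine 1622 control at 20 µM and 100% = untreated cell control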
NPY-Y2 antag – NPY-Y2 receptor antagonists, primary screen, cell-based; NPY-Y2 expressing cells, antagonist mode; inhibition, % at 2.7 µM; hit rate 0.99% among 140,000; in the data active means inhibition above about 17%;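 further: 0% = vehicle with agonist challenge and 100% = reference antagonist with challenge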
Target sequence (P49146 whole entry, looked up): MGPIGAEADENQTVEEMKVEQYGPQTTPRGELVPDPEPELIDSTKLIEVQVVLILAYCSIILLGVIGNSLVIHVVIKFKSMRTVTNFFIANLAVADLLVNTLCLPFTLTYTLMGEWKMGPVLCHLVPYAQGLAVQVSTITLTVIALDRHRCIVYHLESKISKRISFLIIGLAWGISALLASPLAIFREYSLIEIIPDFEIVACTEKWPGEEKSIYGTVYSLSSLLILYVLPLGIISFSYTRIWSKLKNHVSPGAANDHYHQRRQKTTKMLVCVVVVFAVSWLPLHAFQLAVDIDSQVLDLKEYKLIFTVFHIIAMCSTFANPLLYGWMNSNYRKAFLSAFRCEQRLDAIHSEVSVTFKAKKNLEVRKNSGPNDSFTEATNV
Measles CPE – compounds protecting cells from measles virus cytopathic effect, primary screen, measles RdRp inhibitor project, single point, MLSMR library, absorbance | Measles virus-infected cells, CPE protection | protection (pct of control), % at 4 µM | hit rate 1.5% among 140,000; in the data active means protection mostly above about 24%, no sharp cut-off; inactive means mostly below about 26%; further: some compounds called inactive have numbers as strong as hits
Yeast growth inh – growth inhibitors of yeast BB579 in restrictive medium, primary screen, yeast lifespan-shortening project, S. cerevisiae; OD615, 48 h; inhibition, % at 10 µM; hit rate 0.51% among 140,000; AID 804, 2007;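 active means inhibition above a set limit, 3 SD over the mean compound inhibition, cut at about 44% in these data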; further: inactives centre near -24
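System: Saccharomyces cerevisiae DeaD strain BB579, replicative lifespan model yeast. Buffer or medium: restrictive glucose-based CSMM-D medium. Doses: one dose, 10 µM compound with 0.25% DMSO. Timing: 4 h preincubation and 48 h exposure at 30 °C. Detection: turbidity as optical density at 615 nm. Benchmarks: amphotericin B 10 µg/mL, positive.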
* = called active by the depositor; / = not tested or not shown.

SMILES	PTEN del growth	GALR2 antag	MRP1 act	Yeast life ext	Phagocyt inh	E-sel TNF inh	bCat KO growth	NPY-Y2 antag	Measles CPE	Yeast growth inh
O=C(c1cnsn1)N1CCN(c2ccccn2)CC1	92	-16	-0.6	-6	/	-3	91	0	6	-12
CC(=O)Nc1ccc(NC(=O)CN(C)CCC#N)cc1	111	-7	0.4	-8	-1	/	101	-4	4	-3
COc1cc(C(=O)NCC(=O)N/N=C/c2cccs2)cc(OC)c1OC	86	4	-1.2	0	-6	/	86	3	6	-25
Nc1cc(-c2ccc(Cl)cc2)nn1S(=O)(=O)c1ccc(Cl)cc1	88	0	-1.0	2	0	/	87	-1	4	-11
Cc1ccc(NC2=CC(=O)CC(C)(C)C2)c(N)c1	87	1	-2.3	-5	0	/	92	1	5	-6
C/C(=C\C(=O)c1ccccc1)Nc1cccc(O)c1	95	9	-2.1	-15	1	/	95	2	4	0
Cc1c(NC(=O)C(C)OC(=O)[C@@H](NC(=O)c2ccccc2)C(C)C)c(=O)n(-c2ccccc2)n1C (stereo not given in full)	107	4	-1.3	-15	/	/	97	1	5	-45
CCc1c(C)[nH]n(-c2ccc(Oc3ccccc3)c(S(=O)(=O)O)c2)c1=O	102	3	-0.4	-17	-1	-17	91	3	4	5
CC1=C(C(=O)Nc2ccc(Cl)cc2)C(c2ccncc2)C(C#N)=C(SCC(N)=O)N1 (stereo not given)	87	7	-4.5	-4	1	/	97	-4	19	-42
Cc1oc(/C=N/NC(=O)CN(c2ccccc2Br)S(C)(=O)=O)cc1Br	84	-6	-4.1	-14	4	11	96	2	7	-48
O=C(Nc1nc(-c2cc(Cl)sc2Cl)cs1)c1cccs1	11	16	-0.1	-14	0	/	21	13	5	-89
CC(C)N(Cc1nc(-c2ccc(Cl)cc2)no1)C(=O)C(c1ccccc1)c1ccccc1	73	-13	-0.3	-3	-2	3	71	6	8	-42
CC1=CC(=O)C=C(C)C1=NOC(=O)c1cccc([N+](=O)[O-])c1	87	-13	-4.4	-3	-1	43	88	2	3	6
CC(C)Cn1cnc2c(c1=O)c1nc3ccccc3nc1n2Cc1ccc2c(c1)OCO2	75	7	-2.5	-15	-3	/	75	5	58*	-12
CCc1ccc(NC(=O)N(C2CCCCC2)C(C)c2cccnc2)cc1 (stereo not given)	95	-5	0.4	-9	0	2	102	1	30	-45
Cc1c(Cl)cnc(NC(=O)CSc2nncs2)c1Cl	100	7	-0.6	-1	1	/	98	2	13	-42
Cc1ccc(CN(C)C(=O)C2CCCN2C(=O)c2cccs2)o1 (stereo not given)	96	7	-2.5	-3	0	/	98	0	17	8
O=C(NCCN1CCN(c2ccccc2)CC1)C1CCN(S(=O)(=O)N2CCOCC2)CC1	90	6	-0.8	5	/	/	93	-1	0	-52
CC(=O)Nc1cccc(C(=O)OC(C(=O)c2ccc(C)cc2)c2ccccc2)c1 (stereo not given)	84	3	0.6	-8	2	0	100	-2	3	-56
O=C1CC(N2CCN(C(c3ccccc3)c3ccccc3)CC2)C(=O)N1Cc1ccc(N2CCCC2=O)cc1 (stereo not given)	76	-4	-0.3	3	/	-7	72	0	-1	-43
CCOC(=O)c1sc(NC(=O)C(CC)Sc2nnc3c4ccccc4n(C(C)C)c3n2)nc1C (stereo not given)	75	2	-1.9	-3	-1	13	70	2	21	-29
COc1ccc(NS(=O)(=O)c2ccc3nc(COc4ccc5ccccc5c4)[nH]c3c2)cc1	41	1	-0.8	-3	-5	-9	55	0	6	-38
Cc1ccc(-n2c(SCC(=O)Nc3ccc(N4CCOCC4)cc3)nc3ccccc3c2=O)cc1	86	-1	-3.6	-4	-11	-15	88	2	6	-31
CC(C)Cn1c(N)c(C(=O)CSc2ccc3c(c2)OCCO3)c(=O)n(C)c1=O	37	11	-2.0	-15	/	-12	24	2	8	-12
Cn1c(=O)c(=O)n(C)c2cc(S(=O)(=O)N3CCOCC3)ccc21	97	-4	-1.5	-7	0	/	102	-3	9	-41

The list continues:
SMILES	PTEN del growth	GALR2 antag	MRP1 act	Yeast life ext	Phagocyt inh	E-sel TNF inh	bCat KO growth	NPY-Y2 antag	Measles CPE	Yeast growth inh
CCOC(=O)c1cnc(SCC)[nH]c1=O	96	10	-1.4	23	/	-11	94	1	10	-31
CCOC(=O)c1c(C)n(C)c2c(C)cc(O)c(OC(C)=O)c12	97	1	-1.1	-13	0	18	87	-2	10	-29
COc1cccc(CNc2nc3nc(C)cc(=O)n3[nH]2)c1	88	3	-1.0	-22	-2	40	83	1	20	-7
CCOC(=O)c1sc(NC(=O)c2ccccc2)cc1C	65	11	-1.3	-9	0	-17	78	4	9	-1
CCC1(C)NC(=O)N(CC(=O)Nc2sc3c(c2C(=O)OC)CCCCC3)C1=O (stereo not given)	76	-5	0.4	-3	-9	/	80	-1	6	-6
NC(=O)c1ccccc1NC(=O)CS(=O)(=O)Cc1ccccc1	94	7	-2.2	-4	0	-29	91	1	15	-39
Cc1ccc(OCCC(=O)Nc2ccc(F)c(F)c2)cc1	88	3	3.6	6	-1	/	88	4	4	-18
CCCCCCOc1ccc(/C(N)=N/O)cc1	83	-7	-6.8	-28	-1	-10	96	3	2	-10
O=C(NNC(=O)c1ccc([N+](=O)[O-])cc1)c1ccncc1	92	15	1.4	1	-11	/	86	2	15	-21
Fc1ccc(OCc2nnc(SCCN3CCOCC3)o2)cc1	94	11	3.4	/	/	6	90	7	6	-28
Cc1cc(Cl)c(OCCCSc2nc(C)cc(=O)[nH]2)c(Br)c1	93	14	-1.0	1	-2	-8	85	1	2	-16
N/C(=N\OC(=O)c1cccc(F)c1)c1ccccc1	88	2	-1.8	-10	/	49	88	2	0	-6
c1cc2c(nn1)CCc1nonc1-2	97	-2	-0.6	-6	0	-3	96	2	4	7
COc1ccccc1CN1CCN(C(=O)c2ccncc2)CC1	86	-3	-3.6	-12	-3	/	94	3	21	-6
CCCCC(=O)N=c1sc2cc(S(C)(=O)=O)ccc2n1C	101	-5	1.1	-11	/	-23	93	2	18	-29
COc1ccc(N(C)C(=O)c2onc3c2CCCC3)cc1	97	-2	-2.5	-1	-3	/	98	0	6	-8
O=C(Nc1ccc(N2CCN(C(=O)c3cccs3)CC2)c(Cl)c1)c1ccco1	100	-6	-0.5	-12	1	0	100	-1	3	-5
Cc1ccc(CNC(=O)Cc2cccs2)cc1	101	11	0.4	-4	-1	15	100	0	8	-32
CCOC(=O)CSc1cc(=O)n(CC)c2ccccc12	99	5	-0.2	-9	0	-5	96	13	6	-38
Cc1ccc(-c2[nH]nc3c2C(c2ccoc2)C(C#N)=C(N)O3)cc1C (stereo not given)	89	8	-2.0	51	-2	21	98	87*	4	-57
CCC(CC)C1C(C#N)=C(N)Oc2cc(C)oc(=O)c21 (stereo not given)	94	-26	-3.7	2	-1	8	89	1	5	-25
Cc1cccc(CSc2nn3c(=O)c(C)nnc3s2)c1	93	-8	0.0	0	-9	-7	99	3	16	-39
CC1CC2(CCCCC2)Nc2ccc3ccccc3c21 (stereo not given)	88	2	-2.9	/	/	9	85	1	4	-24
CN(Cc1ccccc1)C(=O)CSc1nc2ccccc2c(=O)n1Cc1ccco1	72	6	-1.2	0	-1	/	76	8	4	-33
COc1ccccc1/C=C/CN1CCOCC1	93	-14	-1.9	-19	-1	9	100	1	6	-33

NPY-Y2 antag, hit marks shown above.
canonical_smiles	GALR2 antag	Yeast life ext	Phagocyt inh	E-sel TNF inh	NPY-Y2 antag	Measles CPE
Cc1ccc(-c2[nH]nc3c2C(c2ccoc2)C(C#N)=C(N)O3)cc1C (stereo not given)	8	51	-2	21	87*	4

Continuation:
SMILES	PTEN del growth	GALR2 antag	MRP1 act	Yeast life ext	Phagocyt inh	E-sel TNF inh	bCat KO growth	NPY-Y2 antag	Measles CPE	Yeast growth inh
CCOC(=O)C1=C(C)NC(=O)NC1c1ccccc1Cl (stereo not given)	91	5	-3.8	-15	0	-27	92	8	1	-28
Cn1c(=O)c2c(nc(N3CCc4ccccc4C3)n2Cc2ccc(Br)cc2)n(C)c1=O	86	-7	-0.8	-10	6	-8	95	3	4	-17
c1cncc(-c2nnc(-c3cccs3)o2)c1	88	-2	1.7	-20	0	6	87	2	18	-16
COc1ccc(S(=O)(=O)N2CCCC2C(=O)Nc2ccc(C)cc2)cc1 (stereo not given)	97	5	1.2	-6	-1	-9	92	2	12	-30
O=S1(=O)C[C@@H](O)[C@@H](Nc2ccc(Cl)cc2)C1	102	8	1.5	-8	0	-13	95	4	4	-24
COC(=O)c1c(NC(=O)C2Cc3ccccc3C(=O)O2)sc2c1CCCC2 (stereo not given)	69	-9	1.3	-5	-3	/	68	4	4	-17
Cn1ncc(C#N)c1NC(=O)C1CC(c2c(F)cccc2Cl)=NO1 (stereo not given)	106	-9	2.4	-23	0	9	97	2	5	14

Reformatted with bars between the fields: entries from further up.
Compound | PTEN del growth | GALR2 antag | MRP1 act | Yeast life ext | Phagocyt inh | E-sel TNF inh | bCat KO growth | NPY-Y2 antag | Measles CPE | Yeast growth inh
COC(=O)c1c(NC(=O)C2Cc3ccccc3C(=O)O2)sc2c1CCCC2 (stereo not given) | 69 | -9 | 1.3 | -5 | -3 | / | 68 | 4 | 4 | -17
Cn1ncc(C#N)c1NC(=O)C1CC(c2c(F)cccc2Cl)=NO1 (stereo not given) | 106 | -9 | 2.4 | -23 | 0 | 9 | 97 | 2 | 5 | 14

Whole records as entered above. Order of screens: PTEN del growth	GALR2 antag	MRP1 act	Yeast life ext	Phagocyt inh	E-sel TNF inh	bCat KO growth	NPY-Y2 antag	Measles CPE	Yeast growth inh
O=S1(=O)C[C@@H](O)[C@@H](Nc2ccc(Cl)cc2)C1 as listed: 102	8	1.5	-8	0	-13	95	4	4	-24
c1cncc(-c2nnc(-c3cccs3)o2)c1 as listed: 88	-2	1.7	-20	0	6	87	2	18	-16
CCOC(=O)C1=C(C)NC(=O)NC1c1ccccc1Cl (stereo not given) as listed: 91	5	-3.8	-15	0	-27	92	8	1	-28
COc1ccc(S(=O)(=O)N2CCCC2C(=O)Nc2ccc(C)cc2)cc1 (stereo not given) as listed: 97	5	1.2	-6	-1	-9	92	2	12	-30
Cn1c(=O)c2c(nc(N3CCc4ccccc4C3)n2Cc2ccc(Br)cc2)n(C)c1=O as listed: 86	-7	-0.8	-10	6	-8	95	3	4	-17

High-throughput results (PubChem)
